Rv3671c inh: Rv3671c (M. tuberculosis) protease inhibition; inhibition, % at 5.96 µM; 320,000 compounds, 0.048% hits; in the data active = inhibition above about 38%;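 note: extracellular domain of Rv3671c used as enzyme; 0% = enzyme with DMSO and 100% = no enzyme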
Target sequence (P9WHR9 whole entry, looked up, the tested form may be a part): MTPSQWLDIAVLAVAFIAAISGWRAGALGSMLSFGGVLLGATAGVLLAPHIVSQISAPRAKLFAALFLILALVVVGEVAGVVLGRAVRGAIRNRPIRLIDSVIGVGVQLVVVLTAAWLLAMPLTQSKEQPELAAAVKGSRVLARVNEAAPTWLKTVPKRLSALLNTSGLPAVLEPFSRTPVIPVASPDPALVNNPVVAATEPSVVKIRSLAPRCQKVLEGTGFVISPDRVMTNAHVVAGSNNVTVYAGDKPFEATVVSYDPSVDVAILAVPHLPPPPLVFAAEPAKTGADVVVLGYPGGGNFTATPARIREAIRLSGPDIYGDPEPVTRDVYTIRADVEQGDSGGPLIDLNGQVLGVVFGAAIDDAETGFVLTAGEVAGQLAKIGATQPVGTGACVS
MazF activator: activators of E. coli MazEF toxin-antitoxin RNase; P0AE70; FAM/BHQ RNA-DNA oligo cleavage fluorescence, 5 h; activation, % at 20 µM; 350,000 compounds, 0.32% hits; AID 504720; in the data active = activation above about 50%
Target sequence (P0AE70 whole entry, looked up): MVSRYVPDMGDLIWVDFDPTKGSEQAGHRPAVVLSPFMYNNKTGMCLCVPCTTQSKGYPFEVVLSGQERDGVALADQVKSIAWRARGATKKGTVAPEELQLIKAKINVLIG
FadD28 binding: M. tuberculosis FadD28 bisubstrate binding inhibition. FadD28 bisubstrate probe binding, fluorescence polarization. inhibition, % at 12.5 µM. 360,000 compounds, 0.22% hits; in the data active = inhibition above about 8.5%, passing the limit was not always enough; inconclusive = no clear call, values can overlap the other calls
BioA inh: BioA (M. tuberculosis) enzyme inhibition; purified M. tuberculosis BioA enzyme, plate reader; inhibition, % at 9.99 µM; 360,000 compounds, 0.096% hits; AID 602481; in the data active = inhibition above about 40%; inconclusive = no clear call, values can overlap the other calls
Mtb FBA inh: inhibits M. tuberculosis FBA enzyme. P9WQA3. purified M. tuberculosis FBA, fluorescence read-out. inhibition, % at 1 µM. 360,000 compounds, 2.3% hits; in the data active = inhibition above about 27%;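 note: 0% = vehicle and 100% = reference inhibitor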
Target sequence (P9WQA3 whole entry, looked up): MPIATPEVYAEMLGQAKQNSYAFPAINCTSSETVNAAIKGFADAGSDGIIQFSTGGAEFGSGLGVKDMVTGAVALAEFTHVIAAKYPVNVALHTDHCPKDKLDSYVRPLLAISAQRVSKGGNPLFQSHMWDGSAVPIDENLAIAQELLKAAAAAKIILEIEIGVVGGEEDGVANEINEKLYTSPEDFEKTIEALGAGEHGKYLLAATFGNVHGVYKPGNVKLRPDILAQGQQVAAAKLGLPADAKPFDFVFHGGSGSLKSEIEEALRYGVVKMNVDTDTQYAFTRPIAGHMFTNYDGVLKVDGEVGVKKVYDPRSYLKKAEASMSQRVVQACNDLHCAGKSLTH
BoNT-F LC inh: blocks Botulinum neurotoxin F light chain protease. Multiplex microsphere protease cleavage assay, flow cytometry. inhibition, % at 10 µM. 360,000 compounds, 0.22% hits. AID 588497; in the data active = inhibition above about 35%, passing the limit was not always enough; inconclusive = no clear call, values can overlap the other calls; note: plate controls were buffer without enzyme for full effect and enzyme alone for no effect
PrPC TRFRET: cell surface PrPC inhibition, primary TR-FRET screen | 370,000 compounds, 0.43% hits | P04156 | AID 720596 | TR-FRET read-out | inhibition, % at 13.8 µM; in the data active = inhibition above about 24%; note: 0% = median of the test wells and 100% = reference compound wells
Mtb UGM inh: Mtb UDP-galactopyranose mutase inhibition; AID 504406; purified UGM, fluorescence polarization probe displacement; 320,000 compounds, 0.06% hits; inhibition, % at 10 µM; P9WIQ1; in the data active = inhibition above about 10%, passing the limit was not always enough; inconclusive = no clear call, values can overlap the other calls
GDH-TPI counter: counter-screen for M. tuberculosis FBA inhibitors: GDH-TPI coupled enzymes; 360,000 compounds, 1.2% hits; GDH-TPI coupled enzyme counterscreen, NADH absorbance; inhibition, % at 4.8 µM; in the data active = inhibition above about 30%;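 note: 0% = DMSO wells and 100% = wells lacking the enzyme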
* hit, by the source's call. Rows are unselected; 4.8% or so of the library scored in one or more.

For COc1ccc2[nH]c(O)c(N=O)c2c1 the results were Rv3671c inh 10, MazF activator 7, FadD28 binding -0.4, Mtb FBA inh 2, BoNT-F LC inh 1, PrPC TRFRET -4, Mtb UGM inh -2.7 and GDH-TPI counter 1.
S=C(c1ccc(-c2ccc(Br)cc2)o1)N1CCOCC1 was read as Rv3671c inh 7, MazF activator -3, FadD28 binding -3.4, BioA inh -1.3, Mtb FBA inh -3, BoNT-F LC inh 2, PrPC TRFRET 0, Mtb UGM inh 5.2 and GDH-TPI counter 18.
`Clc1nc2c(ccc3ccccc32)[nH]1` gave Rv3671c inh 2, MazF activator 9, FadD28 binding -1.3, BioA inh -0.8, Mtb FBA inh 1, PrPC TRFRET -2, Mtb UGM inh -3.0 and GDH-TPI counter 2.
For Cc1ccc(CNC(=O)COC(=O)c2cccnc2Cl)cc1 the results were Rv3671c inh 4, MazF activator -13, FadD28 binding -0.5, BioA inh -1.6, Mtb FBA inh 0, BoNT-F LC inh 5, PrPC TRFRET -5, Mtb UGM inh 4.4 and GDH-TPI counter 9.
`COc1cc([N+](=O)[O-])cc2cc(C(=O)N3CCN=C3c3ccccc3)c(=O)oc12` gave Rv3671c inh 2, MazF activator 17, FadD28 binding -4.2, BioA inh 1.1, Mtb FBA inh -5, BoNT-F LC inh -2, PrPC TRFRET 4, Mtb UGM inh -1.1 and GDH-TPI counter 16.
Cc1cc(C)c(OCC(=O)Nc2cccc(NC(=O)c3ccco3)c2)c(Br)c1 was read as Rv3671c inh -112, MazF activator -1, FadD28 binding -4.7, BioA inh -2.0, Mtb FBA inh -1, BoNT-F LC inh -9, PrPC TRFRET 10, Mtb UGM inh -2.4 and GDH-TPI counter 6.
`CCn1c(C)c(C(C)=O)c(N2CCC(C(N)=O)CC2)nc1=S` gave Rv3671c inh 5, MazF activator 10, FadD28 binding -4.4, BioA inh 17, Mtb FBA inh -2, BoNT-F LC inh -14, PrPC TRFRET 4, Mtb UGM inh 2.1 and GDH-TPI counter -5.
Cc1ccc(NC(=O)n2ccc(-c3ccc(-n4ccnc4)cc3)n2)cc1 was read as MazF activator 3, FadD28 binding -0.9, Mtb FBA inh 2, BoNT-F LC inh -7, PrPC TRFRET 1 and GDH-TPI counter -3.
Screening CCn1c(SCC(=O)Nc2ccccc2)nc2c1c(=O)n(C)c(=O)n2C returned Rv3671c inh 8, MazF activator -11, FadD28 binding -1.5, BioA inh 0.8, Mtb FBA inh 0, BoNT-F LC inh 8, PrPC TRFRET 7, Mtb UGM inh 0.4 and GDH-TPI counter 2.
COc1cccc(CNS(=O)(=O)c2ccc(S(=O)(=O)N3CCCC3)cc2)c1 was read as Rv3671c inh -16, MazF activator 3, FadD28 binding -2.0, Mtb FBA inh 1, BoNT-F LC inh -6, PrPC TRFRET -4, Mtb UGM inh 3.2 and GDH-TPI counter 4.
Screening COc1ccc(NC(=O)CN2C3CCC2CC(O)(c2cccnc2)C3)cc1OC (stereo unspecified) returned Rv3671c inh 1, MazF activator -4, FadD28 binding -2.4, BioA inh -0.5, Mtb FBA inh 1, BoNT-F LC inh -3, PrPC TRFRET 2, Mtb UGM inh -1.2 and GDH-TPI counter -2.
Screening O=C(Oc1ccc2ccc(=O)oc2c1)c1ccc([N+](=O)[O-])cc1 returned Rv3671c inh 1, MazF activator 10, FadD28 binding -3.4, BioA inh 0.0, Mtb FBA inh 183*, BoNT-F LC inh -5, PrPC TRFRET -4, Mtb UGM inh 1.6 and GDH-TPI counter -2.
Screening Cn1nc(-c2ccc(C(=O)N3CCN(CCO)CC3)cc2)c2ccccc2c1=O returned Rv3671c inh 2, MazF activator 3, FadD28 binding -2.6, BioA inh -0.2, Mtb FBA inh 1, BoNT-F LC inh 4, PrPC TRFRET -2, Mtb UGM inh 1.8 and GDH-TPI counter -1.
Screening COc1ccc(Cl)cc1-c1nc(N)nc(NC2CCCCC2)n1 returned Rv3671c inh -11, MazF activator 11, FadD28 binding -4.3, BioA inh -0.7, Mtb FBA inh 1, BoNT-F LC inh 4, PrPC TRFRET -1, Mtb UGM inh 3.6 and GDH-TPI counter 0.
`COc1ccc(N2CCN(S(=O)(=O)c3ccc(OC)c(C(=O)N4CCCC4)c3)CC2)cc1` gave Rv3671c inh 6, MazF activator -9, FadD28 binding 1.2, BioA inh -0.8, Mtb FBA inh 4, BoNT-F LC inh -7, PrPC TRFRET 0, Mtb UGM inh 1.9 and GDH-TPI counter 5.
CCC(CO)Oc1cc(NCc2cccnc2)c2ncn(C(C)C)c2c1 (stereo unspecified) was read as Rv3671c inh 2, MazF activator 10, FadD28 binding 0.6, BioA inh 21, Mtb FBA inh 1, BoNT-F LC inh -13, PrPC TRFRET -6, Mtb UGM inh -0.8 and GDH-TPI counter 8.
For Cc1ccc(S(=O)(=O)N2CCOCC2)cc1NS(=O)(=O)c1ccc(F)c(F)c1 the results were Rv3671c inh -1, MazF activator 4, FadD28 binding -0.3, BioA inh 6.4, Mtb FBA inh 2, BoNT-F LC inh -7, PrPC TRFRET 5, Mtb UGM inh 1.8 and GDH-TPI counter 3.
For Cc1nn(-c2ccccc2)c(C)c1C(=O)NCc1ccccc1F the results were Rv3671c inh 0, MazF activator 11, FadD28 binding 0.0, BioA inh 1.7, Mtb FBA inh 0, BoNT-F LC inh -6, PrPC TRFRET -4, Mtb UGM inh 1.9 and GDH-TPI counter -5.
`Cc1ccc(CNC(=O)CSc2ncc(C(=O)Nc3ccccc3)c(=O)n2C)cc1` gave Rv3671c inh 4, MazF activator -20, FadD28 binding -4.5, Mtb FBA inh -3, BoNT-F LC inh -6, PrPC TRFRET 1, Mtb UGM inh 0.6 and GDH-TPI counter -2.
Screening Cc1ccc(CNC(=O)c2ccccc2NS(C)(=O)=O)cc1 returned Rv3671c inh -1, MazF activator 1, FadD28 binding -3.3, BioA inh -1.6, Mtb FBA inh 38*, BoNT-F LC inh -1, PrPC TRFRET 2, Mtb UGM inh 1.5 and GDH-TPI counter 1.
For COc1ccc(C(=O)Nn2c(C)nc3ccccc3c2=O)c(OC)c1 the results were Rv3671c inh 2, MazF activator 18, FadD28 binding -2.2, Mtb FBA inh 2, BoNT-F LC inh inconclusive, PrPC TRFRET -1, Mtb UGM inh 0.8 and GDH-TPI counter -1.
COc1ccc(NC(=O)CN2C(=O)C(C)Oc3ccccc32)cc1OC (stereo unspecified) was read as Rv3671c inh -8, MazF activator 2, FadD28 binding -2.3, BioA inh -1.4, Mtb FBA inh 3, BoNT-F LC inh inconclusive, PrPC TRFRET 5, Mtb UGM inh 1.4 and GDH-TPI counter 7.
COc1cccc(NC(=O)CN(C)C(=O)c2cccc(S(=O)(=O)N3CC4(C)CC3CC(C)(C)C4)c2)c1 (stereo unspecified) was read as Rv3671c inh -6, MazF activator 7, FadD28 binding 0.2, BioA inh -1.1, Mtb FBA inh 3, BoNT-F LC inh 2, PrPC TRFRET -5, Mtb UGM inh 1.3 and GDH-TPI counter 8.
`CN1CCN(S(=O)(=O)c2ccc(C(F)(F)F)cc2)C(c2ccccc2)C1` (stereo unspecified) gave Rv3671c inh -2, MazF activator 1, FadD28 binding -1.5, BioA inh 0.6, Mtb FBA inh 3, BoNT-F LC inh 2, PrPC TRFRET -3 and GDH-TPI counter 4.
For NS(=O)(=O)c1ccc(CCNS(=O)(=O)c2ccccc2)cc1 the results were Rv3671c inh 3, MazF activator -4, FadD28 binding 0.2, Mtb FBA inh 2, BoNT-F LC inh 1, PrPC TRFRET -3, Mtb UGM inh 0.2 and GDH-TPI counter -5.
For CCOc1ccc(NC(=O)CCNS(=O)(=O)c2cccc3nsnc23)cc1 the results were Rv3671c inh 5, MazF activator 4, FadD28 binding -3.9, BioA inh -0.6, Mtb FBA inh -3, BoNT-F LC inh -2, PrPC TRFRET -18, Mtb UGM inh 1.6 and GDH-TPI counter 7.
`CCOc1ccc(N(C)S(=O)(=O)c2cc(-c3cc(C)no3)ccc2C(C)C)cc1` gave Rv3671c inh -4, MazF activator 0, FadD28 binding -2.0, Mtb FBA inh 0, BoNT-F LC inh -2, PrPC TRFRET 12, Mtb UGM inh -2.6 and GDH-TPI counter 8.
Screening N#Cc1ccc(NC(=O)COC(=O)C2CCC2)cc1 returned MazF activator 3, FadD28 binding 0.0, BioA inh 0.6, Mtb FBA inh -1, BoNT-F LC inh 5, PrPC TRFRET 0 and GDH-TPI counter 6.
Screening CC(C)OC(=O)c1cc(NC(=O)c2nn(C)cc2Br)cc(C(=O)OC(C)C)c1 returned Rv3671c inh -5, MazF activator 6, FadD28 binding -0.7, Mtb FBA inh 2, BoNT-F LC inh 2, PrPC TRFRET -4, Mtb UGM inh 0.9 and GDH-TPI counter -6.
Screening CCOC(=O)c1[nH]c2ccc(F)cc2c1NC(=O)Nc1ccccc1OC returned Rv3671c inh 0, MazF activator -7, FadD28 binding -4.7, BioA inh -0.7, Mtb FBA inh -3, BoNT-F LC inh -3, PrPC TRFRET 4, Mtb UGM inh 0.3 and GDH-TPI counter 1.
For CC(C)Cc1nc2c(nnn2Cc2ccccc2F)c(=O)[nH]1 the results were Rv3671c inh -5, MazF activator 5, FadD28 binding 1.6, Mtb FBA inh -1, BoNT-F LC inh 4, PrPC TRFRET 3, Mtb UGM inh -0.8 and GDH-TPI counter -5.
Screening COC(=O)CCC/C=C1/SCC(NC(=O)c2ccccc2)/C1=N/O (stereo unspecified) returned Rv3671c inh 7, MazF activator -12, FadD28 binding -0.9, Mtb FBA inh 6, BoNT-F LC inh -9, PrPC TRFRET 2, Mtb UGM inh 3.1 and GDH-TPI counter 7.
Cc1nc(/N=C\c2ccc(N(C)C)cc2)sc1C was read as Rv3671c inh -11, MazF activator -10, FadD28 binding -1.5, BioA inh 0.8, Mtb FBA inh -1, BoNT-F LC inh -6, PrPC TRFRET -5, Mtb UGM inh 1.3 and GDH-TPI counter 30.
C=C(C)Cn1c(CCNC(=O)CC)nc2ccccc21 was read as Rv3671c inh 0, MazF activator 4, FadD28 binding -1.3, BioA inh -1.8, Mtb FBA inh 3, BoNT-F LC inh 2, PrPC TRFRET 4, Mtb UGM inh 0.0 and GDH-TPI counter 7.
`O=C(CSc1nc(O)cc(=O)[nH]1)N1c2ccccc2CCc2ccccc21` gave Rv3671c inh -4, MazF activator 5, FadD28 binding -1.5, Mtb FBA inh 1, BoNT-F LC inh 3, PrPC TRFRET 6, Mtb UGM inh 1.2 and GDH-TPI counter 9.

Screening results from PubChem.
